GAA glycogen: qHTS Assay for Inhibitors and Activators of Human alpha-Glucosidase Cleavage of Glycogen | AID 2100, 2009 | Potency, µM (top dose mostly 76.4 µM), without a hit: top-dose activity change, negative = inhibition, hits mostly inhibitors | recombinant GAA, glycogen substrate, Amplex Red glucose oxidase fluorescence | hit rate 0.38% among 300,000; active = well fitted inhibition curve with a large enough effect; inconclusive = small, poorly fitted or top-dose-only effect, or another doubt; inactive = no such curve, though single readings can be large or run the other way;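 note: 0% = full enzyme reaction and -100% = no-enzyme basal signal; the screen sought inhibitors and activators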
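Natural-substrate format: glycogen cleavage by 4 nM human enzyme, glucose read by Amplex Red coupling (Ex 573, Em 610 nm). Normalized to enzyme and no-enzyme controls.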
* = called active by the depositor; ? = inconclusive; [ ] = dose if it differs, or a comment. Potency is the fitted concentration of half-maximal effect. Some of the compounds tested; count on the stated rates, not on these rows.

The first 2 records (preview)
SMILES | GAA glycogen
CCC(NC(=O)c1cc(COc2ccc(F)c(F)c2)on1)c1ccncc1 (centres undefined) | -17.0%[76.3 µM]
COc1cc(NS(=O)(=O)c2ccc(NS(=O)(=O)c3ccc(C)cc3)cc2)nc(OC)n1 | -5.5%

Main list (from the top)
SMILES | GAA glycogen
CCC(NC(=O)c1cc(COc2ccc(F)c(F)c2)on1)c1ccncc1 (centres undefined) | -17.0%[76.3 µM]
COc1cc(NS(=O)(=O)c2ccc(NS(=O)(=O)c3ccc(C)cc3)cc2)nc(OC)n1 | -5.5%
CC(C)OCCCn1c(=O)c2ccccc2n2c(CCC(=O)N3CCN(c4ccccn4)CC3)nnc12 | -1.5%[76.3 µM]
CCc1ccc(/C=N/n2c(COc3ccccc3)n[nH]c2=S)cc1 | -25.2%
COc1cc(C(=O)NC(=S)Nc2ccc(Cc3ccncc3)cc2)cc(OC)c1OC | 0.4%
O=C(CNC(=O)c1ccco1)Nc1ccc(Cl)cc1 | -9.2%
CCOc1ccccc1NC(=S)N1CCN(c2ccc(O)cc2)CC1 | ?
Cc1ccc(C(C)C)c(OCC(=O)Nc2ccc3c(c2)nc(CCN2CCCCC2)n3C)c1 | -0.4%[76.3 µM]
O=C(CN1CCN(Cc2cccc3ccccc23)CC1)NCCc1ccccc1 | 3.2%
Fc1ccccc1-c1n[nH]c(=S)n1C1CC1 | -4.5%[76.3 µM]
COc1ccc(CNC(=O)C2CCN(S(=O)(=O)N3CCCC3)CC2)cc1 | -16.6%[76.3 µM]
COc1ccc(-n2nc(C(=O)NCC(=O)Nc3cccc(Cl)c3)c3ccccc3c2=O)cc1OC | 1.7%
CCCCNC(=O)C1(O)c2cc(Br)ccc2NC(=O)N1c1cccc(OC)c1 (centres undefined) | 6.3%
COCC(C)n1c(SC(C)C(=O)NC2CCCCC2C)nc2ccccc2c1=O (centres undefined) | -9.9%[76.3 µM]
COc1ccc(C(=O)Nc2nnc(C3=COCCO3)o2)cc1OC | -16.6%[76.3 µM]
O=C(CCCCCNC(=O)N1CCn2c1nc1ccccc12)N[C@H](Cc1ccccc1)C(=O)O | 1.4%[76.3 µM]
CCCOc1ccc(C(=O)NC2CCSc3ccccc32)cc1 (centres undefined) | 9.4%
CSc1ccccc1OCc1cc(C(=O)NCCCc2ccccc2)no1 | -1.5%[76.3 µM]
CCOc1ccccc1C(=O)NCC(=O)NCC1CCCCC1 | 5.5%[76.3 µM]
O=C(Nc1cc(Cl)ccc1Cl)Nn1cnnc1 | -1.1%[76.3 µM]
CN1CCN(C(=O)CCNC(=O)Cn2cnc3ccccc3c2=O)CC1 | -1.7%
Cc1nc(N)sc1N=Nc1ccccc1C(F)(F)F | -19.8%
CCOC(=O)N1CCN(C(=O)c2cc3c(-c4cccc(OC)c4)nn(C)c3s2)CC1 | 0.0%
Cn1c(SCC(=O)Nc2ccccc2O)nnc1-c1ccco1 | 0.3%[76.3 µM]
CCc1nccn1CCC(=O)NC1CC(C)(C)Cc2c1cnn2-c1ccc(C)cc1 (centres undefined) | 3.6%[76.3 µM]

A section of the results above, as a working copy:
SMILES | GAA glycogen
CCCOc1ccc(C(=O)NC2CCSc3ccccc32)cc1 (centres undefined) | 9.4%
CSc1ccccc1OCc1cc(C(=O)NCCCc2ccccc2)no1 | -1.5%[76.3 µM]
CCOc1ccccc1C(=O)NCC(=O)NCC1CCCCC1 | 5.5%[76.3 µM]
O=C(Nc1cc(Cl)ccc1Cl)Nn1cnnc1 | -1.1%[76.3 µM]
CN1CCN(C(=O)CCNC(=O)Cn2cnc3ccccc3c2=O)CC1 | -1.7%
Cc1nc(N)sc1N=Nc1ccccc1C(F)(F)F | -19.8%
CCOC(=O)N1CCN(C(=O)c2cc3c(-c4cccc(OC)c4)nn(C)c3s2)CC1 | 0.0%

(next part)
SMILES | GAA glycogen
O=C1NNC(=O)C1c1ccccc1 | 1.4%
O=C(CCCc1ccccc1)N=C1SC2CS(=O)(=O)CC2N1c1ccccc1 (centres undefined) | -0.9%[76.3 µM]
CCN(CC)CCN(C(=O)C1=COCCO1)c1nc2ccc(C)cc2s1 | 6.3%[76.3 µM]
CCN(Cc1ccncc1)C(=O)c1cc(COc2ccc(OC)cc2Cl)on1 | 0.2%[76.3 µM]
COc1ccc(C(=O)N2CCc3cc(OC)c(OC)cc3C2c2ccc(OC)c(OC)c2)cc1OC (centres undefined) | 5.4%
Cc1cccc2sc(NC(=O)CSc3cn[nH]n3)nc12 | -25.3%
Cc1ccnc(NC(=O)c2ccccc2NC(=O)c2ccccc2)c1 | -5.5%
COc1ccc(-c2nn(-c3ccccc3)cc2C(=O)NCC2CCCO2)cc1 (centres undefined) | -0.5%[76.3 µM]
COc1ccccc1NC(=O)NCCc1ccccc1 | 5.8%[76.3 µM]
CCOc1ccccc1-n1c(SCC(=O)N2CCOCC2)nc2ccccc2c1=O | -8.4%
Cc1ccnc(NC(=O)CCC(=O)N(CC(=O)NCc2ccc(F)cc2)Cc2ccco2)c1 | 1.8%
CC(=O)c1ccc(-n2c(CCC(=O)O)ccc2-c2ccc(Br)cc2)cc1 | 9.3%
O=C(Cc1cccs1)NCc1cccc(Br)c1 | 2.8%
OC1(c2ccccc2)CNCCc2ccccc21 (centres undefined) | -0.7%
O=C(CN(Cc1ccccc1Cl)C(=O)c1csnn1)NCc1ccc(F)cc1 | -2.7%
Cc1nnc(NC(=O)CN2CCN(Cc3ccccc3)CC2)s1 | -0.2%[76.3 µM]
Cc1ccnc(NC(=O)c2ccc(Cl)s2)c1 | -2.0%[76.3 µM]
S=c1nc(-c2ccccc2)n(-c2ccccc2)[nH]1 | 1.3%
O=C1CN(C(=O)c2ccccc2F)C(c2ccc(F)cc2)c2cc(F)ccc2N1 (centres undefined) | 1.0%
COc1cc(Cl)ccc1OCc1cc(C(=O)N(C)CCc2c(C)n[nH]c2C)no1 | 4.5%[76.3 µM]
COc1cc(CC(=O)NCC2CCCCC2)cc(OC)c1OC | 3.5%
CC(NC(=O)c1cnc2ccccc2n1)c1ccccc1 (centres undefined) | 1.4%
O=C(c1ccc(N2CCCS2(=O)=O)cc1)N1CCN(c2ccccc2)CC1 | 7.1%
CCOc1cccc2sc(NC(=O)CCS(=O)(=O)c3ccccc3)nc12 | 2.2%[76.3 µM]
CC(C)(C)c1cc(/C=C2\NC(=O)NC2=O)cc(C(C)(C)C)c1O | ?

Some of the entries above, set out differently.
OC1(c2ccccc2)CNCCc2ccccc21 (centres undefined)
  GAA glycogen = -0.7%
O=C(CN(Cc1ccccc1Cl)C(=O)c1csnn1)NCc1ccc(F)cc1
  GAA glycogen = -2.7%

Carrying on.
SMILES | GAA glycogen
Oc1ccc(Br)cc1/C=N/Nc1ccccn1 | -5.3%
Cc1cc(CN(C)C(=O)c2ccc3nc(Cc4ccccc4F)oc3c2)n[nH]1 | -4.5%[76.3 µM]
COC(=O)Cc1c(O)ccn(CCc2ccc(S(N)(=O)=O)cc2)c1=O | -2.6%
COCCNc1nc(N2CCCCC2)c2cnn(C)c2n1 | -0.6%[76.3 µM]
CN(/N=C/c1cccc(Br)c1)C1=NS(=O)(=O)c2ccccc21 | 4.3%
O=C(c1ccc(-n2cncn2)c([N+](=O)[O-])c1)N1CCN(S(=O)(=O)c2ccc(Cl)cc2)CC1 | -8.6%[76.3 µM]
COc1ccc(S(=O)(=O)N2CCC(C)CC2)cc1N(C)S(=O)(=O)c1ccccc1 | 2.1%[76.3 µM]
COCc1cc(=O)[nH]c(N2CCN(Cc3ccc4c(c3)OCO4)CC2)n1 | -1.7%
O=C(NNC(=S)NC(=O)c1ccc(F)cc1)c1cccnc1 | ?
O=C(c1cc2ccccc2[nH]1)N(Cc1cccnc1)CC1CCCN(C2CCCCC2)C1 (centres undefined) | 1.1%[76.3 µM]
O=C(O)c1nn(CCOc2cccc(Br)c2)c(=O)c2ccccc12 | -8.6%
CCC1C(=O)Nc2ccccc2N1C(=O)COc1ccccc1 (centres undefined) | -1.3%[76.3 µM]
C/C(=N\NC(=O)c1ccc(OC2CCCC2)cc1)c1ccc(O)cc1 | -15.1%[76.3 µM]
CCCOc1cccc(C(=O)N2CCN(C(=O)C3CCCO3)CC2)c1 (centres undefined) | -4.1%[76.3 µM]
COc1ccc(/C(C)=N/NC(=O)CNC(=O)c2ccncc2)cc1 | -4.4%
COc1cccc(OCC(O)CNC(C)c2ccccc2)c1 (centres undefined) | -1.4%[76.3 µM]
O=Cc1ccc(N2N=C(c3ccccc3)CC2c2ccccc2)cc1 (centres undefined) | -1.4%
c1cc2c(cc1CN1CCN(C3CCCCCC3)CC1)OCO2 | 1.5%
COc1ccc(C(=O)NNC(=O)C(=O)N2CCCCC2)cc1OC | 6.7%[76.3 µM]
NC(=O)c1ccccc1OCc1nc2ccccc2s1 | -6.0%
CCOC(=O)Oc1ccc(/C=C2\N=C(C)OC2=O)cc1 | 3.3%
Cc1ccc(S(=O)(=O)Nc2ccc(S(=O)(=O)N3CCOCC3)cc2)cc1[N+](=O)[O-] | -2.5%
CC(NC(=O)c1ccccc1Br)c1nnc(SCC(=O)NC2=NCCS2)n1C (centres undefined) | -3.1%
COc1ccc(NC(=O)C(OC(=O)c2cnccn2)c2ccccc2)cc1Cl (centres undefined) | -12.1%[76.3 µM]
COc1cc(OC)c(C(=O)O/N=C(\N)c2ccc(C)cc2)cc1OC | -7.4%

Later entries:
SMILES | GAA glycogen
CCC(C)Sc1nnc(CNS(=O)(=O)c2ccc(F)cc2)n1C (centres undefined) | ?
COc1ccccc1C(=O)NCCC(=O)N1CCCCC1 | -4.5%[76.3 µM]
COc1cccc(-c2cccc(NC(=O)C3CCN(Cc4cnn(C)c4)CC3)c2)c1 | -13.8%[76.3 µM]
COc1ccc(CN2C(=O)C(C)=C(C)C2OC)cc1 (centres undefined) | -3.8%[76.3 µM]
O=C(CCC(=O)c1ccccc1)Nc1ccccc1OC(F)F | 1.9%
COc1cc(C(=O)OCC(=O)Nc2ccc(C)cc2)cc(OC)c1OC | 3.3%
Cc1ccc(NC2CCCN(C(=O)CCCN3CCCCC3=O)C2)cc1C (centres undefined) | -0.6%[76.3 µM]
O=C(NCC(=O)N(c1ccccc1)C(C(=O)NCC1CCCO1)c1ccccc1)c1cccs1 (centres undefined) | 11.7%
COc1ccc(C(=O)NCc2nnc(SCC(=O)N3CCCCCC3)o2)cc1OC | -3.5%[76.3 µM]
Cc1cccc(-n2nnnc2SCC(=O)Nc2ccc(N3CCN(C)CC3)cc2)c1 | -4.7%[76.3 µM]
COc1ccc(N(CC(=O)NC2CCCC2)C(=O)c2ccc(C)s2)cc1OC | -12.2%
Cc1cc(NC(=O)CS(=O)(=O)c2ccc(Cl)cc2)no1 | -6.4%[76.3 µM]
COc1ccc(CC(=O)Nc2cccc3ccccc23)cc1OC | -2.5%
COc1ccc(N2CCN(c3ncnc4scc(-c5ccc(C)cc5)c34)CC2)cc1 | -8.7%[76.3 µM]
Cc1ccc(/C=N/Nc2ccc(F)cc2F)s1 | ?
O=C(COc1ccc(S(=O)(=O)N2CCCCC2)cc1)N1CCOCC1 | -1.9%[76.3 µM]
COc1ccc(Cl)cc1N(CC(=O)N1CCCC1)S(=O)(=O)c1ccc(C)cc1 | 2.9%
CCc1cc(=O)oc2c(C)c(O[C@@H]3O[C@H](CO)[C@@H](O)[C@H](O)[C@H]3O)ccc12 | 2.4%
C=CCn1c(SCC(=O)Nc2ccc(OC)cc2)nc2c([nH]c3ccccc32)c1=O | -1.5%[76.3 µM]
Cc1cccc(N2CCN(C(=O)CCNS(=O)(=O)c3cccs3)CC2C)c1 (centres undefined) | -10.3%
COc1cccc(C(=O)COc2ccc3c(C)cc(=O)oc3c2)c1 | 0.9%
Cc1ccc(S(=O)(=O)NCCC(=O)NCc2cccnc2)cc1 | 0.5%[76.3 µM]
CCCN1CCN(C(=O)C(NC(=O)c2ccco2)C(C)C)CC1 (centres undefined) | -4.4%[76.3 µM]
Cc1c(CCO)c(=O)n2c([nH]c3ccccc32)c1C#N | 2.9%
COc1cccc(NC(=O)CCS(=O)(=O)c2cc3c(cc2Cl)NC(=O)CO3)c1 | -23.1%[76.3 µM]

More records.
SMILES | GAA glycogen
O=C(OCC(=O)N1CCCC1)c1c(Cl)cccc1Cl | -4.9%
CCc1ccc(NS(=O)(=O)c2ccc(OC)c3ncccc23)cc1 | -0.4%[76.3 µM]
O=C(c1cccc(Cl)c1)N1CCN(CCCc2ccccc2)CC1 | 4.1%
COC(=O)c1ccc(C(=O)NC2CC(C)(C)Cc3c2cnn3-c2ccc(F)cc2)nc1 (centres undefined) | -22.9%[76.3 µM]
Cc1cc(SCC(=O)Nc2c(C)n(C)n(-c3ccccc3)c2=O)nc2ccccc12 | -3.5%[76.3 µM]
O=C(O)c1c(C(=O)O)c(-c2ccc(Br)cc2)n2c1CSC2 | 1.3%
O=c1c2cn(Cc3ccc(F)cc3)c3ccc(F)cc3c-2nn1Cc1ccc(F)cc1 | 0.9%
COc1ccccc1CNC(=O)C1CCN(S(=O)(=O)c2ccc(-n3cnnn3)cc2)CC1 | -0.3%
CCOC(=O)C1CCN(C(=O)CNC(=O)c2nn(-c3ccc(OC)cc3)c(=O)c3ccccc23)CC1 | 2.6%
Cc1cccn2c(=O)c3cc(C(=O)NC4CCCCCC4)sc3nc12 | 11.6%[76.3 µM]
O=C(NC1CC1)C1CCN(S(=O)(=O)c2ccc(Cl)cc2)CC1 | 5.6%[76.3 µM]
COCCNC(=O)C(c1ccc(F)cc1)N(C(=O)CCC(=O)Nc1ccccn1)c1ccc(C)cc1 (centres undefined) | 16.6%
CC(C)Cc1nnc(NC(=O)C2CCCC2)s1 | -15.5%[76.3 µM]
CCN(CC(=O)NCC1CCCO1)S(=O)(=O)c1ccc(Cl)cc1 (centres undefined) | -0.1%[76.3 µM]
CN=C(Nc1cccnc1)c1cccc(C(F)(F)F)c1 | 9.6%
O=C(OCC(=O)N(C1CCCCC1)C1CCCCC1)c1ccccc1O | -2.2%
COCCSc1nnc(NC(=O)CCS(=O)(=O)Cc2ccccc2)s1 | 2.2%[76.3 µM]
O=C(O)C1CCN(C(=O)CSc2nc3ccccc3c(=O)n2-c2ccc(Cl)cc2)CC1 | 0.9%
